# High-throughput results: PubChem, The Scripps Research Institute Molecular Screening Center
# TDP2 inh: human TDP2 enzyme inhibitors, primary screen, biochemical, epi absorbance, recombinant enzyme; inhibition, % at 12.8 µM; T5PNP hydrolysis, p-nitrophenol absorbance 415 nm; hit rate 0.34% among 370,000; Tyrosyl-DNA phosphodiesterase 2 (Homo sapiens), O95551;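 active means inhibition above the mean of all tested compounds plus 3 SD, set per campaign, cut at about 25% in these data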;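 further: 0% = DMSO with enzyme and 100% = buffer with substrate but no TDP2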
#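 test system = human TDP2 enzyme | input = TDP2 enzyme at 120 nM final | medium = 50 mM Tris-HCl pH 7.5 with Mg2+, KCl, DTT, BSA | also added = T5PNP substrate, 5 mM | times = 2 h at 37 °C | technique = epi absorbance | benchmarks = high control without enzyme, low control DMSO plus TDP2 | replication = each compound tested once, singlicate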
# ARFGAP1 inhibitor: inhibitors of rat ARFGAP1 GAP activity, primary screen, biochemical, fluorescence polarization, GDP tracer; ADP-ribosylation factor GTPase-activating protein 1 (Rattus norvegicus), Q62848; Arfgap1-stimulated ARF1 GTP hydrolysis, GDP FP detection; inhibition, % at 16.5 µM; hit rate 0.26% among 360,000; AID 651572, 2012;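 active means inhibition above a per-plate limit, mean inhibition of low control wells plus 3 SD, cut at about 25% in these data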;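 further: 0% = DMSO wells with enzyme and 100% = wells lacking Arfgap1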
# Target sequence (Q62848 1-136 limits assumed): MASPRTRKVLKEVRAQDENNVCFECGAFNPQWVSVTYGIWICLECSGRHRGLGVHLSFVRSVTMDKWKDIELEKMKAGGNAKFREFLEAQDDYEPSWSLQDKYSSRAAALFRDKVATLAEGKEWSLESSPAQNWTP
#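 System: truncated rat Arfgap1 GAP domain / Benchmarks: high control wells lacking Arfgap1, low control full reaction with DMSO / Times: compound-enzyme preincubation 20 min, reaction 120 min, detection 60 min, 25 °C / Repeats: one replicate per compound / Also added: human ARF1(Δ1-17)-GTP substrate / Measured by: Tracer-displacement fluorescence polarization with EDTA stop, 620/688 nm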
# ADAM10 inh: human ADAM10 inhibitors, primary screen, biochemical, QFRET, HTS; Disintegrin and metalloproteinase domain-containing protein 10 (Homo sapiens), O14672; inhibition, % at 7 µM; AID 720582, 2013; hit rate 0.62% among 370,000; recombinant ADAM10, EDANS/DABCYL FRET peptide cleavage, 3 h;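 active means inhibition above a per-campaign cutoff equal to the mean of compounds falling between control-based bounds plus 3 SD, cut at about 20% in these data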;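 further: 0% = DMSO wells while the 100% control is not disclosed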
# ASAP1 GAP inh: inhibitors of human ASAP1 ArfGAP activity, primary screen, biochemical, fluorescence polarization; ASAP1-stimulated ARF1 GTP hydrolysis, GDP FP detection; Arf-GAP with SH3 domain, ANK repeat and PH domain-containing protein 1 (Homo sapiens), …; hit rate 0.19% among 360,000; inhibition, % at 16.5 µM; in the data active means inhibition above about 25%;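 further: 0% = vehicle with enzyme and substrate and 100% = no enzyme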
# LEDGF integ inh: blockers of LEDGF/p75-dependent integrase strand transfer – biochemical, TR-FRET, high throughput, primary screen; hit rate 0.64% among 370,000; AID 743269, 2014; inhibition, % at 3.7 µM; TR-FRET IN-LEDGF/p75 DNA integration, Eu/Cy5;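 active means inhibition above the screen-wide mean plus 3 SD, cut at about 13% in these data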;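 further: signal is the Cy5 over europium emission ratio at 671 and 618 nm; 0% = plate median of compound wells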
# ADAM17 inh: ADAM17 inhibitors, primary screen, biochemical, QFRET; Disintegrin and metalloproteinase domain-containing protein 17 (Homo sapiens), P78536; recombinant ADAM17, EDANS/DABCYL FRET peptide cleavage; inhibition, % at 6.95 µM; hit rate 0.83% among 370,000; AID 720648, 2013;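 active means inhibition above the mean of compounds lying between control limits plus 3 SD, set per campaign, cut at about 8.5% in these data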;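 further: 0% = DMSO-only wells as the low control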
# Target sequence (P78536 215-824 limits assumed): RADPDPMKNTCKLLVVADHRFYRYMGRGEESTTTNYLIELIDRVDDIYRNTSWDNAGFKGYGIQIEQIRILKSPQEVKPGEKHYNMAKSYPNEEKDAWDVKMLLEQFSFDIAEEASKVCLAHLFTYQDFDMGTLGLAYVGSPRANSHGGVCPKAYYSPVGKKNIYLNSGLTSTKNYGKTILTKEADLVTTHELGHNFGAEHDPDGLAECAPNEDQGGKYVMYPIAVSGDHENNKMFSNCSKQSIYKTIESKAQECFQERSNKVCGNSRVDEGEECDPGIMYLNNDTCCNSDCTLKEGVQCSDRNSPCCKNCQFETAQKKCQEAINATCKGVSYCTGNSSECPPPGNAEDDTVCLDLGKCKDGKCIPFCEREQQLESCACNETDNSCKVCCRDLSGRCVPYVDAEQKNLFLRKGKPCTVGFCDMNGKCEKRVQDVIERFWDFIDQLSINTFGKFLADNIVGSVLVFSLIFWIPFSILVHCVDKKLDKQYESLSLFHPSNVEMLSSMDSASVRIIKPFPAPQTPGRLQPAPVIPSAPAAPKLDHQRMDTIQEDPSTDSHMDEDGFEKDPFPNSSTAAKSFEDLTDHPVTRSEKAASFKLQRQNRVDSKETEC
# DDE Tn6 FP inh: inhibitors of Tn6 peptide binding to fibrin DD(E), primary screen, biochemical, fluorescence polarization, human fibrin, Tn6 probe | Fibrin DD(E) TRITC-Tn6 fluorescence polarization displacement | inhibition, % at 8.3 µM | hit rate 0.21% among 370,000;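 active means inhibition above a per-campaign cutoff: mean of compounds within control limits plus 3 SD, cut at about 15% in these data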;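 further: 0% = median of all compound wells on the plate and 100% = blocking peptide control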
# Tn7 DDE FP: inhibitors of Tn7 peptide binding to fibrin DD(E), primary screen, biochemical, fluorescence polarization, human fibrin, Tn7 probe; Fibrinogen beta chain (Homo sapiens), P02675; FP displacement of FITC-Tn7 peptide from fibrin DD(E); 0% = median of compound wells per plate; inhibition, % at 8.3 µM; hit rate 0.13% among 370,000; AID 720508, 2013;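 active means inhibition above the mean of compounds falling within the control limits plus 3 SD of them, cut at about 14% in these data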;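 further: 0% = plate median of compound wells and 100% = 10 µM Aha-Tn7 peptide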
#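 assay system = human clot-derived fibrin DD(E) complex | quantity = Fibrin-DD(E) at 2 µM final | timing = 10 min preincubation, 3 h with tracer, room temperature | signal = fluorescence polarization | measure = percent inhibition | benchmarks = high control wells with 10 µM unlabelled Aha-Tn7 peptide (full inhibition) | replicates = singlicate testing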
# PLC-gamma1 inh: PLC-gamma1 enzyme inhibitors, primary screen, biochemical, fluorescence, purified enzyme | 1-phosphatidylinositol 4,5-bisphosphate phosphodiesterase gamma-1 (Homo sapiens), P19174 | fluorogenic substrate | inhibition, % at 12.2 µM | hit rate 0.84% among 370,000 | AID 720700, 2013; in the data active means inhibition above about 9.5%
# proKLK7 act: proKLK7 zymogen activators, primary screen, biochemical, fluorescence intensity. hit rate 0.9% among 370,000. purified proKLK7, EDANS-DABCYL substrate fluorescence; 100% is mature enzyme control, 0% vehicle. Kallikrein-7 (Homo sapiens), P49862. activation, % at 7 µM;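 active means activation above the mean of all tested compounds plus 3 SD, computed per campaign excluding outliers beyond control limits, cut at about 13% in these data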
# Target sequence (P49862 whole entry, looked up): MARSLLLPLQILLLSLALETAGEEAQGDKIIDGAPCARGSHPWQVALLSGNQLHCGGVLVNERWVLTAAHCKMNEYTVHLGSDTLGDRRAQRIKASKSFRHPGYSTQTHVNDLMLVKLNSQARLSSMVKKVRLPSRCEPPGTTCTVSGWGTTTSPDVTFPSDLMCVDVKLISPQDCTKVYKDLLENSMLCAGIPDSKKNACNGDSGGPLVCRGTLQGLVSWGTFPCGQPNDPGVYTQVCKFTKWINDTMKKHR
# Starred values were filed as active, the others as inactive; . = not tested or not shown.
structure,TDP2 inh,ARFGAP1 inhibitor,ADAM10 inh,ASAP1 GAP inh,LEDGF integ inh,ADAM17 inh,DDE Tn6 FP inh,Tn7 DDE FP,PLC-gamma1 inh,proKLK7 act
O=C(Nc1ccc2oc(-c3cccnc3)nc2c1)c1cc2ccccc2o1,-3.4,8.2,-15.0,-0.3,3.3,0.2,7.2,0.6,-5.3,0.1
CC(C)=CC(=O)OCC(=O)Nc1ccc(Cl)cc1,-14.7,4.0,-2.9,11.7,-4.0,-1.7,-1.2,2.2,-1.3,0.2
CC(OC(=O)Cc1coc2cc3c(cc12)CCC3)C(=O)NCc1ccc2c(c1)OCO2 (stereo unspecified),-10.5,12.7,3.1,16.0,-3.0,2.3,-4.6,-9.2,3.2,-0.6
COc1cccc(/C=N/N2CCN(C3c4ccccc4-c4ccccc43)CC2)c1O,-17.2,-5.4,7.9,2.5,3.0,3.7,-8.1,2.4,5.9,-0.2
Cc1ccccc1-c1nnc(CN2CCN(C(=O)c3ccco3)CC2)o1,10.4,4.8,-6.9,2.4,-3.8,-4.9,-9.1,-5.3,-2.0,-0.6
O=C(CSc1nnc(-c2ccccc2Br)o1)Nc1cccc2ccccc12,-8.8,5.5,-2.2,-8.2,-1.1,-4.5,3.7,3.9,0.7,-0.9
Cc1cnc(C(=O)OCC(=O)N2C(C)CCCC2C)cn1 (stereo unspecified),-1.5,0.8,-8.8,-4.4,-3.1,0.8,5.3,-5.4,-0.2,0.7
Cc1cc(=O)oc2cc(OCC(=O)NC3CC(C)(C)NC(C)(C)C3)ccc12,-1.5,18.6,-55.8,6.7,-1.6,-18.0,12.6,0.8,-4.1,-0.5
Cc1ccccc1C(=O)NC(=S)Nc1ccccc1C(=O)O,-1.4,-3.5,-6.0,8.9,4.8,-2.5,0.0,-6.2,-1.7,0.4
CC1CC(=O)C2=C(C1)OC(N)=C(C#N)C2c1coc2ccccc2c1=O (stereo unspecified),26.3*,7.2,-21.4,-0.7,-2.1,-11.7,-0.7,-1.2,-14.9,3.3
CN(C(=O)COC(=O)c1cc[n+]([O-])cc1)c1ccccc1,5.1,7.1,-1.8,9.9,2.0,-2.4,-8.3,2.5,0.4,-0.2
CC1CCc2c(nc3ncnn3c2NCCN(C)C)C1 (stereo unspecified),-10.8,-6.4,1.9,5.6,-3.5,-1.1,0.4,-1.3,0.5,0.4
CC(=O)c1ccc(N2CCN(C(=O)/C=C/c3ccc(S(=O)(=O)N4CCOCC4)cc3)CC2)cc1,-13.4,9.4,-4.0,7.7,-1.7,-8.1,-2.2,0.9,6.2,0.0
NC(CO)c1csc(NC(=O)Nc2ccccc2Cc2ccccc2)n1 (stereo unspecified),-3.8,4.7,-7.6,2.9,3.9,-1.4,1.9,4.0,0.9,-0.9
CC(C)C(=O)Nc1cccc(NC(=O)c2ccc([N+](=O)[O-])cc2Cl)c1,3.4,0.2,-0.4,5.3,4.6,-0.2,1.9,6.1,3.7,-1.3
Cc1cc(F)ccc1S(=O)(=O)N1CCCOC1CNC(=O)C(=O)NC1CCCCC1 (stereo unspecified),-10.8,10.5,6.6,-7.6,-0.1,2.6,-2.2,-3.8,1.5,0.0
O=C(c1ccc(Cl)cc1)c1cnc(Nc2ccccc2)s1,-6.6,8.6,-0.6,-8.8,1.4,0.4,-3.0,-5.5,-15.4,-0.1
CCCc1cc(C(=O)N(C)CC(=O)Nc2ccc(OCC)c(OCC)c2)sc1C,9.8,4.1,-9.4,15.9,-0.5,-2.4,-5.1,1.4,6.6,0.6
CCCCc1cc(=O)oc2cc(OCC(=O)Nc3ccccn3)ccc12,-9.1,8.2,-40.5,11.0,1.3,-15.6,-2.9,-2.5,5.1,-0.8
CCNc1sc(S(C)(=O)=O)nc1S(=O)(=O)c1ccc(Cl)cc1,5.1,7.9,-4.2,-9.1,0.2,-1.9,-4.3,4.6,0.3,0.1
CCn1c(CSc2nnc(-c3ccncc3)n2C)nc2cc(C(=O)O)ccc21,13.8,-32.2,-42.3,-12.0,0.1,-16.9,14.2,2.8,-15.5,-0.1
Cc1cccc(C)c1N1CCN(C(=O)c2ccc3c(c2)OCO3)CC1,-4.9,-10.7,-5.9,8.3,1.8,-2.5,2.1,-8.1,-0.8,-0.6
CCOc1cc(C(=O)NCc2ccc3c(c2)OCO3)cc(OCC)c1OCC,-17.8,-0.4,-0.6,0.7,-2.7,-2.7,8.6,4.1,-1.7,-0.4
Cc1ccc(S(=O)(=O)N2C[C@H]3[C@H]4C(=O)N(c5ccccc5)C(=O)[C@H]4C[C@H](OC(=O)Nc4cccs4)[C@@]3(O)C2)cc1,-5.9,0.3,3.4,5.2,-2.0,0.0,6.2,0.1,-0.5,0.3
NS(=O)(=O)c1ccc(-c2ccc(/C=N/NC(=O)c3ccc([N+](=O)[O-])cc3)o2)cc1,0.7,-17.6,-11.0,8.4,-1.5,-4.7,-1.4,5.9,0.8,-0.1
COc1ccc(OCC(=O)Nc2ccc3nc(C)sc3c2)cc1,-3.9,-7.9,-2.5,2.4,2.8,-2.7,-2.5,-3.0,0.6,0.6
COc1ccc2c(c1OC)C(=O)N(c1ccc3c(c1)CCC3)C2=O,11.6,-2.8,4.5,-16.9,0.9,-4.4,11.1,1.9,-1.4,0.3
C[C@H]1[C@@H](N(C)CC2CCCCC2)CC[C@@]23CCCN2C(=O)CCC[C@@H]13,3.1,.,-4.2,.,1.7,-4.3,0.6,-0.9,-2.4,.
CC(=O)OCC(=O)[C@@]12OC(C)(C)O[C@@H]1CC1C3C[C@H](F)C4=CC(=O)C=CC4(C)[C@@]3(F)C(O)CC12C (stereo partly specified),-9.5,6.6,-4.5,-2.1,1.5,-2.9,7.4,-6.8,0.5,-0.3
Cc1ncc([N+](=O)[O-])n1CCOC(=O)c1ccc(Cl)cc1Cl,-1.7,3.2,8.5,-2.0,-0.8,2.6,0.7,5.4,2.9,0.1
O=C(NC(Cc1cccc(F)c1)C(=O)O)C1CCCCC1 (stereo unspecified),7.4,8.6,-3.7,-3.1,0.2,-3.6,15.9*,-2.6,-2.7,0.0
O=C(NCC(=O)N1CCCC1)c1ccc(Br)cc1,9.7,-12.7,0.3,-5.0,-0.3,-2.8,3.2,-3.0,-0.4,-0.8
CN1CCCC(OC(=O)c2cc(Cl)cc(Cl)c2)C1 (stereo unspecified),3.9,8.7,3.9,4.7,2.6,-3.9,6.4,-2.5,0.6,0.0
O=C(NCc1ccccn1)C1CCN(S(=O)(=O)c2ccccc2F)CC1,2.9,6.7,-8.4,-10.4,-3.3,-3.0,7.6,6.6,-3.0,0.2
Cc1cc(SCC(=O)c2cccs2)n2nc(C)c(-c3ccc(Cl)cc3)c2n1,4.8,-4.1,1.2,5.0,0.2,-2.5,4.6,3.3,-1.8,0.4
Cc1ccc(CNC(=O)CCNS(=O)(=O)c2ccc(Br)s2)cc1,-13.6,3.6,2.1,-3.0,0.4,-0.3,-1.0,-4.6,-0.1,-0.4
CC1=Nn2c(nc3sc4c(c3c2=O)CCCC4)SC1,-6.7,2.8,5.7,-9.5,0.2,0.9,-1.8,-2.2,2.0,0.2
Cc1nc2ccccc2c(=O)n1-c1cccc(NS(=O)(=O)c2ccccc2)c1,7.4,0.7,-0.3,0.9,0.6,-1.4,0.0,3.4,-2.8,-0.4
Cc1c(Cl)cccc1-c1ccc(C(=O)N2CCN(c3ccc([N+](=O)[O-])cc3)CC2)o1,11.3,-2.6,2.9,-4.3,1.4,-2.4,4.8,-1.9,2.3,-0.4
COc1cccc(C(=O)NC(=S)Nc2ccc(Cl)c(C(=O)O)c2)c1,-6.3,-5.7,-1.6,11.3,-0.6,-0.4,5.6,2.1,-0.3,0.3
COC(=O)[C@]12C[C@H](CC(=O)NCc3ccc(OC)c(OC)c3)C(=O)N(Cc3ccco3)C1=C[C@H](C1CCCC1)O[C@@H]2C,3.1,.,-0.4,.,-0.6,-3.6,-7.8,-0.1,-2.2,0.3
Cc1ccc(C)c(CSc2ccc3nnc(-c4ccccn4)n3n2)c1,-4.1,6.9,-11.8,4.7,-6.6,-5.0,7.0,-6.7,-5.3,0.7
COc1ccc2sc(-c3ccc(S(C)(=O)=O)cc3)c(C#Cc3cncn3C)c2c1,-10.4,4.5,-230.1,-17.8,2.9,-69.2,-3.7,-1.8,-298.2,-24.0
Cc1cccc(N2CCN(C(=O)C3CCN(S(=O)(=O)c4c(C)noc4C)CC3)CC2)c1C,-5.3,-4.9,-7.3,-1.7,3.8,0.8,1.3,0.3,-2.9,-0.3
CCn1nnnc1-c1ccc(OC)c(S(=O)(=O)NCCc2ccccc2)c1,0.0,9.3,0.2,-6.2,-0.1,4.3,-4.1,-6.0,6.3,0.1
C#CCOCC1CNC(=S)O1 (stereo unspecified),2.1,-0.7,-3.6,-1.3,-0.2,-2.3,0.4,-6.3,-2.7,-0.7

# Copied from the list.
# ADAM17 inh result of `Cc1cccc(N2CCN(C(=O)C3CCN(S(=O)(=O)c4c(C)noc4C)CC3)CC2)c1C` → 0.8
# ARFGAP1 inhibitor result of `CCn1nnnc1-c1ccc(OC)c(S(=O)(=O)NCCc2ccccc2)c1` → 9.3

# Rows were taken by chance; about 4.2% have a hit in one of these screens.
